KB-3-1 cytotox = qHTS assay for MDR1-selective chemotherapeutics: Primary screen using the parental adenocarcinoma cell KB-3-1; KB-3-1 viability, CellTiter-Glo ATP luminescence, 72 h; Potency, µM (titrated, usually from 46.1 µM), inactives show at the top dose activity change, negative = cytotoxic, hits mostly cytotoxic; hit rate 1.4% among 400,000; AID 1347075, 2019; also: % is scaled to controls: 0 for no effect and ±100 for the full control effect; nearly all actives have a fitted effect of over 60% in size
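Cytotoxicity measured as CellTiter-Glo luminescence after 72 h at 37 C. Compound titrations were pinned onto drug-naive KB-3-1 parental adenocarcinoma cells grown in DMEM with 10% FBS, and normalized data fitted to concentration-response curves.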
TDP43 rescue = qHTS of TDP-43 Inhibitors; Potency, µM (titrated, usually from 46.1 µM), for the others: top-dose growth rescue (activation), actives largely listed as activators; hit rate 1.8% among 410,000; AID 652104, 2013; TDP-43 expressing yeast growth rescue, BacTiter-Glo, 24 h; also: % of control where 0% means no effect; nearly all actives have a fitted effect of over 50% in size
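Yeast cells expressing TDP-43 under galactose induction are exposed to compounds for 24 hr at 30 deg C. BacTiter-Glo luminescence measures growth, so protective compounds score as activators.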
HT1080 IDH1KD tx = qHTS for induction of synthetic lethality in tumor cells producing 2HG: qHTS for the HT-1080-IDH1KD cell line; HT-1080 IDH1 knockdown viability, ATP luminescence, 48 h; Potency, µM (highest dose often 46.1 µM), for the others: top-dose activity, negative = toxicity, most hits filed as cytotoxic; hit rate 2% among 360,000; AID 686971, 2013;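 also: 0% = DMSO wells and -100% = cell-free medium wells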
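Assay cells: HT-1080 with IDH1 knockdown, 750 per well, RPMI/5% FBS. Exposure: 48 h at 37 °C following 2 h pre-incubation. Read: CellTiter-Glo luminescence; fitted concentration-response, curve class assigned.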
GLP1R inv ag = qHTS of GLP-1 Receptor Inverse Agonists (Inhibition Mode). HEK293 GLP-1R CRE-luciferase, luminescence, 24 h; GLP-1R form is constitutively active. Glucagon-like peptide 1 receptor (Homo sapiens), P43220. hit rate 1.6% among 410,000. AID 624417, 2012. Potency, µM (highest dose often 38.3 µM), inactives show top-dose activity change, negative = inhibition, hits mostly inhibitors; also: % is scaled to controls: 0 for no effect and ±100 for the full control effect; nearly all actives have a fitted effect of over 55% in size
Target sequence (P43220 whole entry, looked up): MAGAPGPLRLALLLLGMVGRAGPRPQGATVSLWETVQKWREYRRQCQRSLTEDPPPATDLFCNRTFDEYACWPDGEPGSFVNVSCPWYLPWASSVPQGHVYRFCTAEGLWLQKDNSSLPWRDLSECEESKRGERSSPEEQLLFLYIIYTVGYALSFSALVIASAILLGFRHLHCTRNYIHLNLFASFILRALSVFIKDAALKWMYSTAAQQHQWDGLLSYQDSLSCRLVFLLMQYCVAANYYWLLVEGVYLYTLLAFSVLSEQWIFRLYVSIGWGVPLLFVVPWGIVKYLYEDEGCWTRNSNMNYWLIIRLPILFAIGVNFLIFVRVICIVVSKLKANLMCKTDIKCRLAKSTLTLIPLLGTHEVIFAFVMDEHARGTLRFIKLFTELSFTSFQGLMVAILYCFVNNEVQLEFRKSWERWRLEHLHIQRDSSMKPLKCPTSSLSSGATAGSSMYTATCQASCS
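Luminescence readout: a drop in cAMP-driven luciferase signal flags inverse agonism at a constitutively active GLP-1R stably expressed in HEK293. Compound exposure lasted 24 hr at 37 deg C, 5% CO2.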
GLP1R ag = qHTS of GLP-1 Receptor Agonists. HEK293 GLP-1R CRE-luciferase, luminescence, 4-6 h; cells express a hypersensitive GLP-1R form. Glucagon-like peptide 1 receptor (Homo sapiens), P43220. Potency, µM (top dose mostly 45.6 µM), for the others: at the highest dose activation, most hits filed as activators. hit rate 0.007% among 380,000; also: % of control where 0% means no effect
KB-V1 cytotox = qHTS assay for MDR1-selective chemotherapeutics: Primary screen using the drug-selected MDR subline cells KB-V1; KB-V1 MDR cells viability, CellTiter-Glo, 72 h; Potency, µM (top dose mostly 46.1 µM), without a hit: at the highest dose activity change, negative = cytotoxicity, actives largely listed as cytotoxic; hit rate 3.4% among 400,000; AID 1347076, 2019; also: % is scaled to controls: 0 for no effect and ±100 for the full control effect; nearly all actives have a fitted effect of over 60% in size
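Cells of the MDR subline KB-V1 are plated, dosed with compound at multiple concentrations, and incubated 72 h at 37 degrees C; CellTiter-Glo is then added and luminescence read after 10 min.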
HEK293 tox = qHTS of GLP-1 Receptor Inverse Agonists: Cytotox Screen. HEK293 cAMP-luciferase reporter cells, luminescence, 24 h. Potency, µM (top dose mostly 38.3 µM), inactives show at the top dose activity change, negative = inhibition, actives largely listed as inhibitors. hit rate 0.13% among 410,000;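 also: loss of luciferase light is scored as toxicity; % is scaled to controls: 0 for no effect and ±100 for the full control effect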
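Step one: seed cells (200 cells/uL, DMEM with 10% Nu serum, 1% pen-strep). Step two: 12-hour incubation at 37 deg C. Step three: pin 23 nL compound, incubate 24 hr. Step four: add luciferase reagent, read luminescence 12 min later.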
HT1080-NT tox = qHTS for induction of synthetic lethality in tumor cells producing 2HG: qHTS for the HT-1080-NT fibrosarcoma cell line. hit rate 1.6% among 360,000. Potency, µM (titrated, usually from 46.1 µM), for the others: at the top dose activity, negative = less viability, actives largely listed as cytotoxic. HT-1080-NT fibrosarcoma viability, CellTiter-Glo ATP luminescence, 48 h;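 also: NT is the 2HG producing partner of a matched IDH1 knockdown line; 0% = DMSO-treated cells and -100% = media-only wells without cells; nearly all actives have a fitted effect of over 55% in size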
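HT-1080-NT; 750 cells/well; 5% FBS RPMI; 48 h compound, 37 degrees C; CellTiter-Glo luminescence; curve fitting and curve-class assignment.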
SW480 rereplic = A quantitative high throughput screen for small molecules that induce DNA re-replication in SW480 colon adenocarcinoma cells; SW480 DNA re-replication, Hoechst DNA content imaging, 48 h; AID 624297, 2012; Potency, µM (top dose mostly 46.1 µM), without a hit: at the highest dose re-replication activation, hits mostly activators; hit rate 1.8% among 340,000; also: % of control where 0% means no effect; nearly all actives have a fitted effect of over 55% in size
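Readout is total intensity of Hoechst-stained nuclei, excited at 405 nm and collected at 500-530 nm. Compound treatment lasted 48 hr at 37 C in 5% CO2 before staining.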
An asterisk follows results filed as active; [ ] = dose if it differs, or a comment. Calls follow the shape of the dose curve; as a rule, active = well fitted curve in the direction sought with a large enough effect; inconclusive = small, poorly fitted or top-dose-only effect, or another doubt; inactive = no such curve, though single readings can be large; an effect the other way counts as inactive or inconclusive. Potency is read from the fitted curve at half-maximal effect.

What do the screens show for `COc1ccc(-c2cnc3c(c2)C(=O)N([C@H](C)CO)C[C@@H](C)[C@H](CN(C)Cc2ccccc2)O3)cc1`?
KB-3-1 cytotox: 14.5%; TDP43 rescue: inconclusive; HT1080 IDH1KD tx: -1.8%; GLP1R inv ag: -8.3%; GLP1R ag: -1.9%; KB-V1 cytotox: 20.4%; HEK293 tox: 0.0%; HT1080-NT tox: 1.0%

What do the screens show for `Cc1ccc2nc(-c3cccnc3SCC(=O)N3c4ccccc4CC3C)[nH]c2c1` (centres undefined)?
KB-3-1 cytotox: -17.1%; TDP43 rescue: 0.0%; HT1080 IDH1KD tx: -27.0%; GLP1R inv ag: 0.0%; GLP1R ag: 19.7%; KB-V1 cytotox: 0.0%; HEK293 tox: -18.2%; HT1080-NT tox: -27.2%; SW480 rereplic: inconclusive

How did CCOC(=O)c1c(S(=O)(=O)NCC(=O)N2CCN(c3cccc(Cl)c3)CC2)c(C)n(C)c1C do in these assays?
KB-3-1 cytotox: -21.7%; TDP43 rescue: -7.0%; GLP1R inv ag: 8.2%; KB-V1 cytotox: 5.4%; HEK293 tox: 27.1%

How did CCCCN1C(=O)C(=O)N(CC(=O)c2ccc[nH]2)C1=O do in these assays?
KB-3-1 cytotox: 6.1%; TDP43 rescue: 2.1%; HT1080 IDH1KD tx: 7.0%; GLP1R inv ag: 17.8%; GLP1R ag: -13.3%; KB-V1 cytotox: 6.1%; HEK293 tox: 6.6%; HT1080-NT tox: -0.5%; SW480 rereplic: 0.1%

Results for CC(=O)NCCC(=O)Nc1cc(S(=O)(=O)Nc2ccc(Cl)cc2)ccc1N1CCCC1 ?
KB-3-1 cytotox: -7.8%; TDP43 rescue: -21.2%; HT1080 IDH1KD tx: 0.1%; GLP1R inv ag: -29.0%; GLP1R ag: 14.7%; KB-V1 cytotox: 0.5%; HEK293 tox: -6.2%; HT1080-NT tox: 1.9%; SW480 rereplic: 7.5%

How did CCC(C)(C#CCN1CCCCC1)OCCC#N (centres undefined) do in these assays?
KB-3-1 cytotox: 14.1%; TDP43 rescue: 0.3%; HT1080 IDH1KD tx: 19.0%; GLP1R inv ag: -22.6%; GLP1R ag: -4.0%; KB-V1 cytotox: 8.9%; HEK293 tox: -23.4%; HT1080-NT tox: 25.7%; SW480 rereplic: 18.4µM*

What do the screens show for `CCN(CC)S(=O)(=O)c1c(Br)cc(C)cc1Br`?
KB-3-1 cytotox: 3.0%; TDP43 rescue: -0.3%; HT1080 IDH1KD tx: -10.6%; GLP1R inv ag: 0.0%; GLP1R ag: 22.9%; KB-V1 cytotox: -5.0%; HEK293 tox: 12.6%; HT1080-NT tox: -0.1%[9.24 µM]; SW480 rereplic: -4.8%

Results for COc1cccc(CN2CCCC(C(=O)N3CCCCC3)C2)c1 (centres undefined) ?
KB-3-1 cytotox: -2.9%; TDP43 rescue: 16.4%; HT1080 IDH1KD tx: -2.9%; GLP1R inv ag: 13.6%; GLP1R ag: -7.0%; KB-V1 cytotox: -4.7%; HEK293 tox: 1.9%; HT1080-NT tox: 0.7%; SW480 rereplic: -2.1%

What do the screens show for `CC(=O)c1c(C)[nH]c(C(=O)Nc2nc(C)cs2)c1C`?
KB-3-1 cytotox: inconclusive; TDP43 rescue: 12.5%; HT1080 IDH1KD tx: 1.6%; GLP1R inv ag: 2.24µM*; GLP1R ag: -1.3%; KB-V1 cytotox: -20.9%; HEK293 tox: -2.2%; HT1080-NT tox: 2.5%; SW480 rereplic: 0.8%

Results for Nc1ccn([C@@H]2O[C@H](C(=O)N3CCN(c4ccc(Cl)cn4)CC3)[C@@H](O)[C@H]2O)c(=O)n1 ?
KB-3-1 cytotox: 0.1%; TDP43 rescue: 18.8%; HT1080 IDH1KD tx: 16.4%; GLP1R inv ag: 2.8%; GLP1R ag: 10.0%; KB-V1 cytotox: 26.3%; HEK293 tox: -1.3%; HT1080-NT tox: 28.8%

Results for CC1CCCCN1C(=O)COc1ccc(S(=O)(=O)N2CCCC2)cc1[N+](=O)[O-] (centres undefined) ?
KB-3-1 cytotox: -2.2%; TDP43 rescue: 10.3%; HT1080 IDH1KD tx: 0.1%; GLP1R inv ag: -19.2%; GLP1R ag: 2.7%; KB-V1 cytotox: inconclusive; HEK293 tox: -11.8%; HT1080-NT tox: -3.0%; SW480 rereplic: -15.1%

What do the screens show for `COc1ccc(S(=O)(=O)Nc2c(C(=O)O)[nH]c3ccc(OC)cc23)cc1`?
KB-3-1 cytotox: 6.5%; TDP43 rescue: 17.2%; HT1080 IDH1KD tx: 5.8%; GLP1R inv ag: 13.3%; GLP1R ag: -1.6%; KB-V1 cytotox: inconclusive; HEK293 tox: -4.4%; HT1080-NT tox: 6.5%; SW480 rereplic: -0.2%

What do the screens show for `O=C(CCc1ccc(S(=O)(=O)N2CCOCC2)cc1)Oc1ccccc1`?
KB-3-1 cytotox: -0.4%; TDP43 rescue: -7.3%; HT1080 IDH1KD tx: 5.9%; GLP1R inv ag: -16.0%; GLP1R ag: 2.3%; KB-V1 cytotox: 13.1%; HEK293 tox: 2.8%; HT1080-NT tox: 6.3%[9.24 µM]; SW480 rereplic: -7.4%

Results for CCN(CCNC(=O)C1=C(C)C(=O)OC12CCC(C)CC2)c1ccccc1 (centres undefined) ?
KB-3-1 cytotox: -8.5%; TDP43 rescue: 6.8%; HT1080 IDH1KD tx: -26.0%; GLP1R inv ag: inconclusive; GLP1R ag: 8.9%; KB-V1 cytotox: -1.7%; HEK293 tox: -6.9%; HT1080-NT tox: 2.8%; SW480 rereplic: -66.9%[inhibitor]

What do the screens show for `CC1=NNC(=O)C1C(c1ccc(Cl)cc1)C(C#N)C#N` (centres undefined)?
KB-3-1 cytotox: -10.4%; TDP43 rescue: -4.4%; HT1080 IDH1KD tx: -19.8%; GLP1R inv ag: 12.2%; GLP1R ag: -0.4%; KB-V1 cytotox: -1.4%; HEK293 tox: 4.8%; HT1080-NT tox: -0.1%; SW480 rereplic: -0.1%

How did COc1ccc2ccccc2c1/C=N/Nc1cccc(C(=O)O)c1 do in these assays?
KB-3-1 cytotox: 2.4%; TDP43 rescue: 20µM*; HT1080 IDH1KD tx: 9.3%; GLP1R inv ag: 43.1%[activator]; GLP1R ag: -0.7%; KB-V1 cytotox: -6.2%; HEK293 tox: 6.7%; HT1080-NT tox: 11.8%; SW480 rereplic: 0.3%

What do the screens show for `Fc1ccccc1CNCC1CCCO1` (centres undefined)?
KB-3-1 cytotox: 28.8%; TDP43 rescue: -1.3%; HT1080 IDH1KD tx: 0.8%; GLP1R inv ag: 0.7%; GLP1R ag: -2.9%; KB-V1 cytotox: -13.7%; HEK293 tox: -11.0%; HT1080-NT tox: 8.8%; SW480 rereplic: -0.2%

Results for CC(C)(C)c1ccc(C(=O)NC2=NC(c3cccc(F)c3)CC(=O)N2)cc1 (centres undefined) ?
KB-3-1 cytotox: -3.0%; TDP43 rescue: 24.1%; GLP1R inv ag: -4.6%; KB-V1 cytotox: 21.4%; HEK293 tox: 0.7%

How did COc1ccc(Nc2nc(N/N=C/c3ccc(N(C)C)cc3)nc(C)c2[N+](=O)[O-])cc1 do in these assays?
KB-3-1 cytotox: -8.5%; TDP43 rescue: -23.0%; HT1080 IDH1KD tx: -16.5%; GLP1R inv ag: 18.2%; GLP1R ag: -9.6%; KB-V1 cytotox: -6.3%; HEK293 tox: -25.9%; HT1080-NT tox: -23.9%; SW480 rereplic: 0.4%

What do the screens show for `O=C(NCCc1ccc(Cl)cc1)c1ccc2[nH]c(=O)c(=O)[nH]c2c1`?
KB-3-1 cytotox: 1.1%; TDP43 rescue: 15.6%; HT1080 IDH1KD tx: 0.0%; GLP1R inv ag: -14.6%; GLP1R ag: 2.9%; KB-V1 cytotox: 16.3%; HEK293 tox: -7.3%; HT1080-NT tox: -2.1%; SW480 rereplic: -5.9%

Results for O=C(/C=C/c1ccccc1)OCC(=O)c1c[nH]c2ccccc12 ?
KB-3-1 cytotox: -2.5%; TDP43 rescue: -5.0%; HT1080 IDH1KD tx: -9.0%; GLP1R inv ag: -4.5%; GLP1R ag: 12.0%; KB-V1 cytotox: -5.5%; HEK293 tox: -11.6%; HT1080-NT tox: -17.0%; SW480 rereplic: -2.0%

Results for CCOC(=O)c1cnc(-n2cc(C)cn2)nc1NCc1ccc2c(c1)OCO2 ?
KB-3-1 cytotox: 14.5%; TDP43 rescue: -2.1%; HT1080 IDH1KD tx: 23.4%; GLP1R inv ag: 7.1%; GLP1R ag: -7.7%; KB-V1 cytotox: 4.11µM*; HEK293 tox: -11.0%; HT1080-NT tox: 2.7%; SW480 rereplic: 7.4%

Results for COc1ccc(C(=O)NNC(=S)NC(=O)c2cccnc2)cc1 ?
KB-3-1 cytotox: inconclusive; TDP43 rescue: -16.7%; HT1080 IDH1KD tx: -11.2%; GLP1R inv ag: 22.0%; GLP1R ag: 2.2%; KB-V1 cytotox: inconclusive; HEK293 tox: 3.4%; HT1080-NT tox: -10.3%; SW480 rereplic: 8.7%

Screening data (PubChem BioAssay)
